Source: PubChem BioAssay (several laboratories)
Efflux pump mplx: inhibitors of Candida efflux pumps in yeast, primary screen, S. cerevisiae, Nile Red, multiplex | S. cerevisiae Candida pump triplex | inhibition, % at 10 µM | actives 0.44% (n = 330,000) | AID 485275, 2010;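 active = plate passing quality check with inhibition over a set limit, or well fluorescence over plate mean plus 4 SD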;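 note: Nile Red retained in pooled yeast measured as flow cytometry median fluorescence; 0% = buffer negative control and 100% = Enniatin B positive control; higher means more Nile Red kept so more efflux inhibition; some compounds called inactive have numbers as strong as hits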
ZTA DNA inh: ZTA (EBV) inhibition in EBNA-1 counter-screen; ZTA-DNA binding, fluorescence polarization; inhibition, % at 11 µM; actives 0.15% (n = 320,000); AID 2234; in the data active = inhibition above about 33%
Target sequence (P03206 whole entry, looked up): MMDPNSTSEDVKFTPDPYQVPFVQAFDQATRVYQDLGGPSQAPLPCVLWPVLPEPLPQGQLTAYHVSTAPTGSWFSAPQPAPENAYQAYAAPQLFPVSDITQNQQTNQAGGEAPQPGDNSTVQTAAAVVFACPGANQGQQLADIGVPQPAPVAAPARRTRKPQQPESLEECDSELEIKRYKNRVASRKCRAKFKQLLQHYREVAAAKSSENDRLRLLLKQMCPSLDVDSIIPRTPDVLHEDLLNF
Yeast superoxide: reduction of superoxide in aged yeast, primary screen, HTS; S. cerevisiae aged cells, superoxide DHE fluorescence; stronger effect = lower value; superoxide response (% of plate mean), % at 10 µM; actives 0.18% (n = 330,000);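 active = superoxide response under a set limit, about three screen SD below normal, cut at about 65% in these data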;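 note: yeast aged for seven days with compound at 30 °C before DHE staining; 100% = average MFI of all compound-treated wells on the plate with controls excluded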
MCL1 BIM primary: inhibitors of MCL1 binding to BIM-BH3, primary screen, biochemical, fluorescence polarization; Induced myeloid leukemia cell differentiation protein Mcl-1 (Homo sapiens), Q07820; GST-MCL1 / FITC-Bim-BH3 fluorescence polarization; inhibition, % at 10.9 µM; actives 0.68% (n = 320,000); AID 2057, 2009;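 active = inhibition above the mean inhibition of all tested compounds plus 3 SD, set per campaign, cut at about 40% in these data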;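 note: 0% = DMSO wells and 100% = unlabeled Bim-BH3 peptide control; higher means more loss of mP so more displacement of Bim peptide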
MEX-5 binding: MEX-5 zinc finger RNA-binding disruptors – biochemical, C. elegans, fluorescence polarization, MLPCN library, primary screen; Zinc finger protein mex-5 (Caenorhabditis elegans), Q9XUB2; MEX-5/FITC-TCR2 RNA binding; stronger effect = lower value; activity score (negative = inhibition of binding), % at 10 µM; actives 0.38% (n = 300,000);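 active = inhibition past about -25% in most replicates, and total fluorescence under double the plate's negative control median, limit read from the data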;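 note: 0% = DMSO and -100% = 5 µM competing unlabeled TCR2 RNA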
EBNA-1 inhibitor: EBNA-1 DNA-binding inhibitors, primary screen, biochemical, fluorescence polarization. inhibition, % at 14.8 µM. actives 0.34% (n = 300,000); in the data active = inhibition above about 28%
BCLXL inh: inhibitors of human Bcl-xL, primary screen, biochemical, fluorescence polarization, HTS; Bcl-2-like protein 1 (Homo sapiens), Q07817; GST-Bcl-xL / FITC-Bim BH3 peptide fluorescence polarization; inhibition, % at 10.9 µM; actives 0.7% (n = 320,000);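 active = inhibition above the mean of all tested compounds plus 3 SD, cutoff set per campaign, cut at about 30% in these data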;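 note: 0% = DMSO wells and 100% = unlabeled Bim-BH3 peptide competitor; inhibitors lower millipolarization by displacing the labeled peptide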
Target sequence (Q07817 whole entry, looked up): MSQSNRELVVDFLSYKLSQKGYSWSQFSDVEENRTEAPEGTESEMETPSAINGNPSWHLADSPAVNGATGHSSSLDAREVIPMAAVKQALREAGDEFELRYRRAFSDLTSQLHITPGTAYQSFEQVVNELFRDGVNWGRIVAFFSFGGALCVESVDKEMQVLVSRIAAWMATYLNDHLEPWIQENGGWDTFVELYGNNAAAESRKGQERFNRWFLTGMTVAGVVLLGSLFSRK
GLD-1 RNA inh: GLD-1/TGE RNA complex disruptors, primary screen, biochemical, fluorescence polarization | purified GLD-1 + fluorescein TGE RNA | Female germline-specific tumor suppressor gld-1 (Caenorhabditis elegans), Q17339 | AID 2280, 2010 | actives 0.44% (n = 320,000) | inhibition, % at 5.96 µM;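 active = percent inhibition above a per-plate cutoff, the plate mean of test compounds plus 3 SD, cut at about 30% in these data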;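 note: 0% = DMSO wells with GLD-1 and probe and 100% = wells lacking GLD-1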
Target sequence (Q17339 whole entry, looked up): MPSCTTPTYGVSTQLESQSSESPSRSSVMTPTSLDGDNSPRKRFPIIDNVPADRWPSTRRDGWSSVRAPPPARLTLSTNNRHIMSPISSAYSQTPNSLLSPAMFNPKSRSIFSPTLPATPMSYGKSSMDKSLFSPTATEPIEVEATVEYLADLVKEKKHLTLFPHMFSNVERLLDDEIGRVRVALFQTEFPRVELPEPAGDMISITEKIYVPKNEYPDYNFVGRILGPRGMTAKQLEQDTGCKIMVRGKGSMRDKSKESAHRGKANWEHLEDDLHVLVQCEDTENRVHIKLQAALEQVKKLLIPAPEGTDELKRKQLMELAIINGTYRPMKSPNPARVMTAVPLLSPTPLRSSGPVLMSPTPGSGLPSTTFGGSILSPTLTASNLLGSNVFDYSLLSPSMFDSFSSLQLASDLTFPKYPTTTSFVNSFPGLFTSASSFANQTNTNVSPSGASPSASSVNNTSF
Fam108B inh: mouse Fam108B serine hydrolase inhibitors, primary screen, counter-screen for RBBP9 inhibitor project, biochemical, fluorescence polarization | recombinant Fam108B, FP-Rh probe fluorescence polarization | inhibition, % at 9.51 µM | actives 0.33% (n = 300,000) | AID 1947, 2009;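 active = inhibition above the screen mean inhibition plus 3 SD, computed separately per campaign, cut at about 18% in these data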;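 note: inhibitors lower polarization as less probe binds the enzyme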
Numbers without * were called inactive.

Screening CCCCCCCSc1nsc(N)n1 returned Efflux pump mplx -0.2, ZTA DNA inh 3, Yeast superoxide 87, MCL1 BIM primary 8, MEX-5 binding -0.8, EBNA-1 inhibitor 0, BCLXL inh 5, GLD-1 RNA inh 5 and Fam108B inh 0.
`COc1cccc(N2CC(C(=O)NC3CCCCC3)CC2=O)c1` (stereo not drawn) gave Efflux pump mplx 0.1, ZTA DNA inh 0, Yeast superoxide 88, MCL1 BIM primary -1, MEX-5 binding 0.6, EBNA-1 inhibitor -7, BCLXL inh 1, GLD-1 RNA inh 0 and Fam108B inh 4.
CCC(=O)Nc1c(C(=O)N2CCN(c3ccccn3)CC2)cnn1-c1ccc(Cl)cc1 was read as Efflux pump mplx -0.2, ZTA DNA inh -18, Yeast superoxide 105, MCL1 BIM primary 2, MEX-5 binding 0.8, EBNA-1 inhibitor 1, BCLXL inh 5, GLD-1 RNA inh 0 and Fam108B inh 1.
`CC(=O)c1cccc(NC(=O)COC(=O)c2ccc3c(c2)OCO3)c1` gave Efflux pump mplx 0.0, ZTA DNA inh 9, Yeast superoxide 74, MCL1 BIM primary -7, BCLXL inh 1 and GLD-1 RNA inh 4.
O=C(O)C1C2C=CC(O2)C1C(=O)NCc1ccccc1Br (stereo not drawn) was read as Efflux pump mplx 0.1, ZTA DNA inh -2, Yeast superoxide 101, MCL1 BIM primary -1, MEX-5 binding -0.9, EBNA-1 inhibitor 1, BCLXL inh 0, GLD-1 RNA inh -1 and Fam108B inh -1.
COc1ccc2[nH]c(C(=O)NCCN3CCCCC3)cc2c1 was read as Efflux pump mplx 0.2, ZTA DNA inh -11, Yeast superoxide 100, MCL1 BIM primary 3, MEX-5 binding -2.0, EBNA-1 inhibitor -11, BCLXL inh 3, GLD-1 RNA inh -3 and Fam108B inh -5.
CC(C)C1CC(CCN)(c2ccccc2)CCO1 (stereo not drawn) was read as Efflux pump mplx 0.4, ZTA DNA inh -3, Yeast superoxide 93, MCL1 BIM primary 2, MEX-5 binding 0.9, EBNA-1 inhibitor -2, BCLXL inh 2, GLD-1 RNA inh -2 and Fam108B inh -4.
CC(C)CC1(C)NC(=O)N(CC(=O)NC(=O)Nc2ccc3c(c2)OCCO3)C1=O (stereo not drawn) was read as Efflux pump mplx 0.0, ZTA DNA inh 4, Yeast superoxide 98, MCL1 BIM primary 0, MEX-5 binding -3.2, EBNA-1 inhibitor 1, BCLXL inh 7, GLD-1 RNA inh 7 and Fam108B inh 2.
`Cc1cc2c(c(=O)n1Cc1cccnc1)C(Cc1ccccc1)C(C#N)=C(N)O2` (stereo not drawn) gave Efflux pump mplx 0.2, ZTA DNA inh -4, Yeast superoxide 99, MCL1 BIM primary -2, MEX-5 binding -0.6, EBNA-1 inhibitor 5, BCLXL inh -4, GLD-1 RNA inh -5 and Fam108B inh 0.
For O=[N+]([O-])c1cc(-c2n(-c3ccccn3)c3ccccc3[n+]2-c2ccccn2)ccc1Cl the results were Efflux pump mplx 0.1, ZTA DNA inh 0, Yeast superoxide 96, MCL1 BIM primary 3, MEX-5 binding 0.4, EBNA-1 inhibitor -16, BCLXL inh 4, GLD-1 RNA inh 7 and Fam108B inh 0.
Screening CC(=O)Nc1ccc2nc(NC(=O)COc3ccc([N+](=O)[O-])cc3)sc2c1 returned Efflux pump mplx -0.1, ZTA DNA inh 11, Yeast superoxide 95, MCL1 BIM primary 2, MEX-5 binding 2.0, EBNA-1 inhibitor 6, BCLXL inh 8, GLD-1 RNA inh -2 and Fam108B inh -3.
Screening CCn1ccnc1CN(C)Cc1cn(-c2ccc(C)cc2)nc1-c1ccc(F)cc1 returned Efflux pump mplx 0.2, ZTA DNA inh 2, Yeast superoxide 90, MCL1 BIM primary 7, MEX-5 binding -2.0, EBNA-1 inhibitor -6, BCLXL inh 2, GLD-1 RNA inh 20 and Fam108B inh 0.
Screening CC1(C)Cc2cccc(OCC(=O)NCCc3ccccc3)c2O1 returned Efflux pump mplx 0.1, ZTA DNA inh 22, Yeast superoxide 115, MCL1 BIM primary 2, MEX-5 binding 1.4, EBNA-1 inhibitor -7, BCLXL inh 3, GLD-1 RNA inh -5 and Fam108B inh 1.
Cn1c(=O)cc(OCCCC(=O)N2CCN(c3ccccc3)CC2)c2ccccc21 was read as Efflux pump mplx 0.3, ZTA DNA inh -4, Yeast superoxide 85, MCL1 BIM primary 2, MEX-5 binding -3.2, EBNA-1 inhibitor -5, BCLXL inh 2, GLD-1 RNA inh -12 and Fam108B inh -2.
O=C(CCN1C(=O)/C(=C\C=C\c2ccccc2)SC1=S)Nc1ccccc1C(=O)O was read as Efflux pump mplx -0.2, ZTA DNA inh 19, Yeast superoxide 97, MCL1 BIM primary 43*, MEX-5 binding 0.1, EBNA-1 inhibitor 10, BCLXL inh 25, GLD-1 RNA inh -1 and Fam108B inh -7.
Screening COc1ccc(-c2cc(C(=O)N3CCOCC3)c3ccccc3n2)cc1OC returned Efflux pump mplx -0.1, ZTA DNA inh 18, Yeast superoxide 100, MCL1 BIM primary 2, MEX-5 binding -2.8, EBNA-1 inhibitor 13, BCLXL inh 4, GLD-1 RNA inh 7 and Fam108B inh -1.
`O=C(NNC(=O)c1ccc(Cl)c(Cl)c1)c1ccncc1` gave Efflux pump mplx -0.1, ZTA DNA inh 6, Yeast superoxide 94, MCL1 BIM primary 1, MEX-5 binding -1.3, EBNA-1 inhibitor 9, BCLXL inh 7, GLD-1 RNA inh 7 and Fam108B inh 0.
Screening Cc1cccc(NC2(C(F)(F)F)N=C(c3ccccc3)NC2=O)n1 (stereo not drawn) returned Efflux pump mplx -0.2, ZTA DNA inh 16, Yeast superoxide 101, MCL1 BIM primary -5, MEX-5 binding -0.3, EBNA-1 inhibitor -2, BCLXL inh 1, GLD-1 RNA inh -2 and Fam108B inh -4.
For COC(=O)c1c(-n2c(C)cc(C=O)c2C)sc2c1CCCC2 the results were Efflux pump mplx 0.1, ZTA DNA inh -11, Yeast superoxide 99, MCL1 BIM primary 1, MEX-5 binding 0.3, EBNA-1 inhibitor -3, BCLXL inh 0, GLD-1 RNA inh -4 and Fam108B inh 4.
`Cn1c(=O)c2c(ncn2CC(O)CNc2cccc(Cl)c2)n(C)c1=O` (stereo not drawn) gave Efflux pump mplx 0.2, ZTA DNA inh 6, Yeast superoxide 96, MCL1 BIM primary 6, MEX-5 binding -1.6, EBNA-1 inhibitor 2, BCLXL inh 2, GLD-1 RNA inh 8 and Fam108B inh -3.
For COc1ccc(-c2csc(Nc3cc(C)ccn3)n2)cc1OC the results were Efflux pump mplx 0.0, ZTA DNA inh -8, Yeast superoxide 106, MCL1 BIM primary -4, MEX-5 binding 2.0, EBNA-1 inhibitor 17, BCLXL inh -1, GLD-1 RNA inh -3 and Fam108B inh 5.
For O=C(CN1CCC(c2nc3ccccc3s2)CC1)N1CCCCC1 the results were Efflux pump mplx -0.1, ZTA DNA inh -20, Yeast superoxide 102, MCL1 BIM primary 1, MEX-5 binding 1.2, EBNA-1 inhibitor -11, BCLXL inh 4, GLD-1 RNA inh 6 and Fam108B inh -1.
Screening O=C(O)C1CCCN1c1ncnc2c1oc1ccccc12 (stereo not drawn) returned Efflux pump mplx 0.2, ZTA DNA inh -6, Yeast superoxide 84, MCL1 BIM primary 4, MEX-5 binding -0.5, EBNA-1 inhibitor -7, BCLXL inh -4, GLD-1 RNA inh -4 and Fam108B inh -3.
Screening CCSC1=NCCN1S(=O)(=O)c1ccc(F)cc1 returned Efflux pump mplx 0.1, ZTA DNA inh -5, Yeast superoxide 86, MCL1 BIM primary 0, MEX-5 binding 1.9, EBNA-1 inhibitor -4, BCLXL inh 3, GLD-1 RNA inh -1 and Fam108B inh 3.
COc1ccc(NC2CCCN(C(=O)c3ccc4[nH]c(C)c(C)c4c3)C2)cc1OC (stereo not drawn) was read as Efflux pump mplx 0.3, ZTA DNA inh 20, Yeast superoxide 89, MCL1 BIM primary -2, MEX-5 binding -2.8, EBNA-1 inhibitor -12, BCLXL inh 3, GLD-1 RNA inh -3 and Fam108B inh -1.
For Nc1nc2sc3c(c2cc1C(=O)N1CCOCC1)CCCC3 the results were Efflux pump mplx 0.1, ZTA DNA inh 1, Yeast superoxide 98, MCL1 BIM primary 3, MEX-5 binding -2.3, EBNA-1 inhibitor -7, BCLXL inh 5, GLD-1 RNA inh -1 and Fam108B inh -6.
Screening COC(=O)c1ccccc1S(=O)(=O)N1CCC(C(=O)OCC(=O)c2ccccc2OC)CC1 returned Efflux pump mplx 0.0, ZTA DNA inh -20, Yeast superoxide 107, MCL1 BIM primary -7, MEX-5 binding 2.3, EBNA-1 inhibitor -10, BCLXL inh -1, GLD-1 RNA inh 5 and Fam108B inh 1.
For COc1ccc(CCN2CC(C(=O)NCc3cnn(C(C)C)c3)CCC2=O)cc1 (stereo not drawn) the results were Efflux pump mplx -0.1, ZTA DNA inh 11, Yeast superoxide 99, MCL1 BIM primary 12, MEX-5 binding 0.1, EBNA-1 inhibitor 1, BCLXL inh 3, GLD-1 RNA inh 2 and Fam108B inh 2.
For CC(NC(=O)CCNC(=O)c1ccc(Br)cc1)c1ccc(S(N)(=O)=O)cc1 (stereo not drawn) the results were Efflux pump mplx 0.1, ZTA DNA inh -2, Yeast superoxide 90, MCL1 BIM primary -3, MEX-5 binding -0.6, EBNA-1 inhibitor -14, BCLXL inh 1, GLD-1 RNA inh 5 and Fam108B inh 1.
For CCn1cc(S(=O)(=O)CC(=O)Nc2cccc(C)c2)c2ccccc21 the results were Efflux pump mplx -0.2, ZTA DNA inh 7, Yeast superoxide 92, MCL1 BIM primary 4, MEX-5 binding -0.3, EBNA-1 inhibitor 5, BCLXL inh -3, GLD-1 RNA inh 2 and Fam108B inh -7.
For CCC(C)(C)NC(=O)c1ccc(Br)o1 the results were Efflux pump mplx -0.5, ZTA DNA inh 7, Yeast superoxide 103, MCL1 BIM primary 9, MEX-5 binding -1.5, EBNA-1 inhibitor 8, BCLXL inh 2, GLD-1 RNA inh 5 and Fam108B inh 4.
Screening COc1ccc(-c2ccc(CNCCCN3CCOCC3)o2)cc1Cl returned Efflux pump mplx -0.1, ZTA DNA inh -11, Yeast superoxide 109, MCL1 BIM primary -5, MEX-5 binding -0.3, EBNA-1 inhibitor -1, BCLXL inh -4, GLD-1 RNA inh 8 and Fam108B inh 2.

Compounds shown so far that have an NH in an aromatic ring (2):
COc1ccc2[nH]c(C(=O)NCCN3CCCCC3)cc2c1 was read as Efflux pump mplx 0.2, ZTA DNA inh -11, Yeast superoxide 100, MCL1 BIM primary 3, MEX-5 binding -2.0, EBNA-1 inhibitor -11, BCLXL inh 3, GLD-1 RNA inh -3 and Fam108B inh -5.
COc1ccc(NC2CCCN(C(=O)c3ccc4[nH]c(C)c(C)c4c3)C2)cc1OC (stereo not drawn) was read as Efflux pump mplx 0.3, ZTA DNA inh 20, Yeast superoxide 89, MCL1 BIM primary -2, MEX-5 binding -2.8, EBNA-1 inhibitor -12, BCLXL inh 3, GLD-1 RNA inh -3 and Fam108B inh -1.
